PDI turbidity: blocks human protein disulfide isomerase activity; P07237; PDI insulin aggregation turbidity, A650, 90 min; actives 0.052% (n = 350,000); AID 588391; inhibition, % at 10 µM;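 active = mean inhibition across replicates of 30% or more, whatever share of single replicates reach that level; inconclusive = mean inhibition below 30% while every single replicate reaches 30%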;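 note: absorbance from insulin aggregation driven by PDI reduction with DTT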
Exocytosis inh: blocks lytic granule exocytosis. TALL-104 LAMP-1 surface exposure, flow cytometry; cells stimulated with thapsigargin and PMA. inhibition, % at 10 µM. actives 0.66% (n = 360,000). AID 651702;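 active = inhibition above about 55%, limit read from the data; inconclusive = no clear call, values can overlap the other calls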
CaV13 ICDI inh: Disruptors of the CACNA1D IQ motif to Ca2+-dependent inactivation inhibitor domain association, primary screening, Förster resonance energy transfer in intact living … | HEK cells, CFP/YFP FRET ICDI-IQ, plate reader, 10 min; percent FRET-ratio fall versus neutral wells | inhibition, % at 12.3 µM | actives 0.098% (n = 340,000) | AID 743397;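 active = mean replicate inhibition of at least 30% and at least 1% of replicates passing that level; inconclusive = only one of the two criteria is met; inactive = neither criterion is met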;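 note: 0% = median of the neutral control wells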
Cardio protect: modulators protecting cardiomyocytes from myocardial damage. actives 0.63% (n = 360,000). H9c2 cardiomyocytes, H2O2 injury protection, ATPLite, 2 h. protection from H2O2 cell death, % at 20 µM;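 active = compounds giving at least 50% protection of heart cells from peroxide-induced death in the single-dose screen, raw or plate-pattern-corrected value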;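 note: 0% = DMSO wells with peroxide and 100% = DMSO wells without peroxide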
ABCB6 inh MLPCN: human ABCB6 transporter inhibition | K562-ABCB6 porphyrin accumulation, flow cytometry, 1 h; hits give low values | fluorescence ratio to DMSO, % at 10 µM | actives 0.19% (n = 360,000) | AID 602162;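 active = fluorescence ratio to DMSO below 75%, the collection mean minus 3 SD; inconclusive = too few cells collected in the well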;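 note: signal is porphyrin accumulated inside mitochondria; 100% equals median channel fluorescence of DMSO control wells; lower ratio means ABCB6 inhibition with less porphyrin fluorescence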
Target sequence (Q9NP58 whole entry, looked up): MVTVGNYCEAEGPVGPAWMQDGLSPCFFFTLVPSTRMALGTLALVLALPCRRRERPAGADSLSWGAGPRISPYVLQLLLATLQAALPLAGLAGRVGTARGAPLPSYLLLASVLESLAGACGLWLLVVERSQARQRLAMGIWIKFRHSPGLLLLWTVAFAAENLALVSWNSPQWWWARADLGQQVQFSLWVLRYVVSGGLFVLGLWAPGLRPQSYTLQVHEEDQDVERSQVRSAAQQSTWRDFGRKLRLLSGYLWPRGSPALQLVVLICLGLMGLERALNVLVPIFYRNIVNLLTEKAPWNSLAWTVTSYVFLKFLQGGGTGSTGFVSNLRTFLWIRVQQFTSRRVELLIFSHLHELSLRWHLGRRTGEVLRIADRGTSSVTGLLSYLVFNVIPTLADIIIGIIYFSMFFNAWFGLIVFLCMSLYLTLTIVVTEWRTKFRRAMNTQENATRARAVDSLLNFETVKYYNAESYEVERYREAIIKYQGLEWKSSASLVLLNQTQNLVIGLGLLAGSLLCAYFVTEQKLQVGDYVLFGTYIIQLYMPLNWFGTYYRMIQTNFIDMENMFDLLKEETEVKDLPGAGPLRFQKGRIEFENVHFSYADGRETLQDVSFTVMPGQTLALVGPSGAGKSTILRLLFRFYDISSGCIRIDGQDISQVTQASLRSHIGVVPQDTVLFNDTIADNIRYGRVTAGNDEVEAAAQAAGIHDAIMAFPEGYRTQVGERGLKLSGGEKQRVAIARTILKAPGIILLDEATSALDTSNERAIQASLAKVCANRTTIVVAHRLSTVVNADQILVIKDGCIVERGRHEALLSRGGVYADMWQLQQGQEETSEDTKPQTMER
N-glyco inh: blocks N-linked glycosylation in D54 reporter cells; D54 ERlucT glycosylation luciferase reporter, 24 h; percent of 100 nM tunicamycin response; reporter increase, % at 12.5 µM; actives 0.23% (n = 360,000); AID 588692;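 active = mean luciferase reporter signal, scaled so untreated is 0 and the glycosylation-blocking control 100, at or above a set limit in every replicate; inconclusive = mean reaches the limit but not every replicate does; inactive = mean below the limit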;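 note: luciferase carries N-glycosylation sites so blocking glycosylation raises the light; 0% = median of neutral control wells and 100% = median of 100 nM tunicamycin wells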
MC4R antag cAMP: blocks human MC4R cAMP signaling. actives 0.48% (n = 360,000). MC4R-expressing cells, MTII-stimulated cAMP, LANCE TR-FRET. inhibition, % at 6.5 µM;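 active = inhibition above its plate's cutoff, the mean of tested wells on that plate plus 3 SD, cut at about 29% in these data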;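 note: 0% = Melanotan II alone and 100% = Melanotan II plus saturating MCL0020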
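Test system: U2OS cells stably expressing human melanocortin 4 receptor (MC4R); also added: Melanotan II challenge; compound: 6.5 µM single dose; timing: 30-min compound preincubation, 1-h Melanotan II challenge, 1-h detection, room temperature; signal: Eu-cAMP/anti-cAMP TR-FRET, emission 671 nm; repeats: one well per compound, no replicates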
m5-HT2A agonist: agonists of mouse serotonin 5-HT2A receptor (HTR2A); CHO-K1 mHTR2A beta-arrestin complementation, luminescence; percent of 30 µM serotonin response; activation, % at 7.6 µM; actives 0.66% (n = 360,000);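 active = activation above a run cutoff, the mean activation of all tested compounds plus 3 SD, cut at about 14% in these data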;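 note: 0% = plate median of compound wells and 100% = 30 µM serotonin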
ABHD5-PLIN5 inh: ABHD5-PLIN5 protein interaction inhibition; inhibition, % at 4 µM; Split G. princeps luciferase complementation, luminescence, 4 h; actives 0.78% (n = 360,000); Q00G26+Q8WTS1;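 active = inhibition above the mean inhibition across every tested compound plus 3 SD, cut at about 22% in these data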;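 note: 0% = DMSO only wells and the 100% control is not disclosed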
MC4R ag barr: human MC4R agonism via beta-arrestin; P32245; U2OS MC4R beta-arrestin complementation, luminescence; percent of melanotan II response, DMSO zero; activation, % at 8.9 µM; actives 0.98% (n = 360,000); AID 540308;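 active = activation above a per-plate cutoff, the mean activation of sample wells on that plate plus 3 SD, cut at about 8% in these data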
* marks the source's active call; other numbers are inactive results; ? = inconclusive; . = not tested or not shown. Not a hit list, and some 4.2% of all compounds hit somewhere here.

No.	Structure	CaV13 ICDI inh	Exocytosis inh	N-glyco inh	ABHD5-PLIN5 inh	PDI turbidity	Cardio protect	m5-HT2A agonist	MC4R ag barr	ABCB6 inh MLPCN	MC4R antag cAMP
1	Cc1ccc(-c2cn(-c3ccccc3)c(SCC(=O)NC3CCS(=O)(=O)C3)n2)cc1C (configuration not stated)	-3	-1	-4	-4	3	-3	-5	-1.9	100	22
2	CC(=O)N1c2ccc(S(=O)(=O)NCCC(=O)N(C)C3CCCCC3)cc2CC1C (configuration not stated)	-15	-4	1	-3	-3	-4	-2	-0.8	100	-2
3	Cc1ccc(NC(=O)COC(=O)CCC(=O)c2cccs2)c(Br)c1	-3	75*	1	4	-12	7	-4	-0.6	94	9
4	Cc1ccccc1NS(=O)(=O)c1ccc2c(c1)NC(=O)CCS2	-3	-1	-4	3	16	15	-6	-2.9	101	0
5	COc1cccc(C2/C(=C(\O)c3ccc4c(c3)OCCO4)C(=O)C(=O)N2CCN(C)C)c1 (configuration not stated)	-6	-3	0	0	-11	18	1	-2.3	96	8
6	C=CCNC(=O)c1cc(=O)c2ccccc2o1	-6	-5	0	8	12	8	2	-1.2	89	-4
7	Cc1sc2ncnc(N3CCN(C(=O)c4ccco4)CC3)c2c1C	6	?	-5	3	-1	-11	3	-0.2	96	5
8	O=C(O)CC(c1ccccc1)c1ccccc1	-7	-2	3	-4	-1	8	-3	0.1	108	14
9	CCSc1nc2sc3c(c2c2[n+]1CC(CBr)O2)CCCC3 (configuration not stated)	-21	-11	3	0	14	-8	-1	1.4	99	-1
10	CC(C)(C)c1ccc(S(=O)(=O)NNC(=O)C2CCN(Cc3cccc(F)c3)CC2)cc1	-2	-3	-5	3	4	-6	7	4.1	96	4
11	O=C(NNc1ccccc1[N+](=O)[O-])Nc1cccc(Cl)c1	-6	3	-2	-2	-17	-2	-2	2.1	100	9
12	COc1cc(/C=N/n2c(-c3ccccc3)n[nH]c2=S)cc(OC)c1O	-2	-2	0	-2	3	-3	0	-1.9	97	4
13	CCc1cc(=O)oc2c(C)c(OCC(=O)N3CCC[C@@H]3C(=O)O)ccc12	.	-1	-2	-4	.	0	0	-1.4	99	-2
14	COc1cccc(C(O)c2nc(-c3cc4ccccc4o3)cs2)c1 (configuration not stated)	-5	17	3	-2	4	-9	-7	-0.4	101	14
15	COc1ccc2[nH]c(=O)c(CN(Cc3nnnn3Cc3ccc(F)cc3)CC3CCCO3)cc2c1 (configuration not stated)	.	0	1	2	12	32	-3	-1.1	113	4
16	O=C(CN1C(=O)NC2(CCOc3ccccc32)C1=O)Nc1ccc(F)c(F)c1F (configuration not stated)	-4	-3	3	-5	4	6	3	-0.6	92	6
17	Cc1cccc(NC(=O)N2C3CCCC2CC(NC(=O)C2CC2)C3)c1 (configuration not stated)	-4	-6	2	-1	6	7	2	-1.4	93	1
18	CC(Oc1ccc(Br)cc1)C(=O)Nc1ccc(S(=O)(=O)Nc2nccs2)cc1 (configuration not stated)	.	-1	1	0	16	-2	3	-2.5	96	-6
19	CCOC(=O)CNC(=O)CSc1cc(C)nc2ccc(OC)cc12	-4	0	-1	2	4	-2	-1	-2.4	104	4
20	Cc1ccc2[nH]c(=O)c(C3=NN(C(=O)CCC(=O)O)C(c4cccs4)C3)c(-c3ccccc3)c2c1 (configuration not stated)	-2	0	3	1	-1	4	-2	-0.2	104	27
21	O=C(CSc1nnc(NC(=O)C2CC2)s1)Nc1ccccc1C(F)(F)F	-4	1	0	-4	4	0	-7	0.7	94	-6
22	CCn1c2ccccc2c2cc(NC(=O)C3CCN(S(=O)(=O)c4cccs4)CC3)ccc21	-6	-2	8	-2	-7	5	-3	-2.6	85	-1
23	CCCCN(C(=O)COC(=O)c1ccccc1)c1c(N)n(CCC)c(=O)[nH]c1=O	-9	-2	1	4	-7	1	2	-1.0	96	-2
24	CN(C)S(=O)(=O)c1cccc(C(=O)Nc2ccccc2C(=O)NC2CC2)c1	-6	-4	0	0	14	17	2	-0.4	97	1
25	COc1cc(-c2[nH]ncc2CN2CCc3sccc3C2)cc(OC)c1OC	6	-3	5	-2	1	-9	3	-1.4	99	-5
26	O=C(O)CC/C(=N/NC(=O)CNC(=O)Cc1ccc(Cl)cc1)c1ccccc1	-15	1	0	-2	-1	5	-1	-1.3	98	5
27	CC(=O)c1c(-c2ccccc2)[nH]c2ccccc12	-5	-6	7	2	-4	-7	4	-0.1	101	-4
28	CC1(NC(=S)Nc2ccccc2)CCS(=O)(=O)C1 (configuration not stated)	-5	-4	2	-1	-7	1	8	9.1*	103	1
29	c1ccc(-c2c(-c3ccccc3)n(Cc3ccco3)c3ncnc(NCCCn4ccnc4)c23)cc1	.	6	3	15	-1	-8	1	0.3	95	7
30	CCc1nc(N)c(C#N)c(-c2ccccc2OC)c1C	-1	-1	-1	-5	16	-12	1	2.0	91	-7
31	O=C(COC(=O)COc1ccc(Cl)cc1Cl)NC1CC1	-2	-3	3	-12	1	1	7	-0.5	99	6
32	COc1cc(CN2C(=O)C(C)ON=C2c2cccs2)cc(OC)c1 (configuration not stated)	7	2	-2	-2	4	-2	8	-0.5	104	9
33	O=C(OC1CCOC1=O)c1cccc(S(=O)(=O)N2CCc3ccccc3C2)c1 (configuration not stated)	-3	-2	2	3	3	2	2	-2.2	98	-19
34	C=CCC(C)(NCc1ccccc1)c1ccc(C)cc1 (configuration not stated)	-3	-2	-1	0	4	-5	2	2.1	100	12
35	CSC1=C(C#N)C(c2ccccc2Cl)C2=C(N1)c1ccccc1C2=O (configuration not stated)	-4	1	-4	-12	-7	4	-1	-1.2	100	8
36	Cc1ccc(NC(=O)Cn2nc(C(=O)O)c3ccccc3c2=O)c([N+](=O)[O-])c1	-5	4	4	2	1	27	3	5.6	97	8
37	CC(=O)Oc1ccc2ccccc2c1C(NC(=O)C(C)C)c1cccc([N+](=O)[O-])c1 (configuration not stated)	-9	-4	-2	1	0	2	-5	-2.7	99	12
38	COc1ccc(-c2cc(C(=O)Nc3c(C)n(C)n(-c4ccccc4)c3=O)no2)cc1	-7	8	-1	5	-3	-2	3	3.8	102	5
39	O=C(CSc1ccc(C(F)(F)F)cc1[N+](=O)[O-])Nc1ccc2ccccc2c1	-3	3	2	-8	-11	-1	-4	11*	100	-1
40	CCOC1=C2[C@H]([C@H]3C(=O)N(c4ccccc4)C(=O)[C@H]3C1)[C@@H](c1ccccc1)N(S(=O)(=O)c1ccc(C)cc1)[C@H]2c1ccccc1	-7	-3	-2	-6	.	9	-3	.	104	.

Reprinted at random: 2 records from the list, in no set order.
No.	Structure	CaV13 ICDI inh	Exocytosis inh	N-glyco inh	ABHD5-PLIN5 inh	PDI turbidity	Cardio protect	m5-HT2A agonist	MC4R ag barr	ABCB6 inh MLPCN	MC4R antag cAMP
34	C=CCC(C)(NCc1ccccc1)c1ccc(C)cc1 (configuration not stated)	-3	-2	-1	0	4	-5	2	2.1	100	12
37	CC(=O)Oc1ccc2ccccc2c1C(NC(=O)C(C)C)c1cccc([N+](=O)[O-])c1 (configuration not stated)	-9	-4	-2	1	0	2	-5	-2.7	99	12

(further entries)
No.	Structure	CaV13 ICDI inh	Exocytosis inh	N-glyco inh	ABHD5-PLIN5 inh	PDI turbidity	Cardio protect	m5-HT2A agonist	MC4R ag barr	ABCB6 inh MLPCN	MC4R antag cAMP
41	Cc1cc(-c2ccccc2)c(C#N)c(=S)[nH]1	-5	-1	2	4	5	-3	9	-2.5	98	1
42	C=CCCC(=O)Nc1nc(C)c(-c2csc(Nc3ccc(Cl)cc3Cl)n2)s1	-5	8	-10	-13	5	-10	-8	-1.6	101	1
43	COc1cc(NS(=O)(=O)c2ccc(NC(=O)C34CC5CC(CC(C5)C3)C4)cc2)ncn1	-5	2	1	3	-13	2	-3	-1.6	97	11
44	CN(C)CCCOc1nc2c(c(=O)n(C)c(=O)n2C)n1C	.	3	1	6	-5	-6	6	0.6	103	-3
45	CC(C)C[C@@H](CN1CCC[C@H]1CN1C(=O)C(=O)NC[C@@H]1Cc1ccccc1)N1C[C@H](Cc2ccc(O)cc2)N(CC2CCCCCC2)C(=O)C1=O	-7	-7	.	20	.	.	2	.	79	.
46	O=C(Nc1ccc(Cl)cn1)c1ccccc1F	-5	1	-8	0	1	-8	0	1.5	110	3
47	N#Cc1c(N)n(C2OC(CO)C(O)C2O)c2ncnc(N)c12 (configuration not stated)	-4	12	-14	7	-6	0	-7	-1.7	98	6
48	CC(=O)N1CC(=O)N(CC(=O)Nc2ccc(Br)cc2)C1=S	-3	1	3	-1	-7	8	0	-1.8	106	11
49	O=C(C[n+]1ccccc1)N/N=C/c1cccc(Cl)c1Cl	-2	-18	-2	2	3	0	-6	0.7	108	9
50	COc1ccc(-c2cc(Cl)cc3c(=O)c4ccccc4n(C)c23)cc1F	-5	2	0	-1	-5	0	-3	0.6	96	8
51	O=C(c1ccc2c(c1)CCC2)N1CCN(Cc2c(F)cccc2Cl)CC1	-10	-8	-1	7	2	-2	0	-1.5	87	-3
52	CC[n+]1c(/C=C2\C=C(C)CC(C)C2)sc2ccccc21 (configuration not stated)	.	19	0	10	-4	-32	2	0.6	101	10
53	Fc1cccc(NCCc2c[nH]c3ccccc23)n1	-13	-12	-1	2	-3	2	1	1.2	95	14
54	S=c1[nH]c2cc3ccccc3cc2[nH]1	5	0	1	-14	0	6	3	-1.8	102	5

From PubChem BioAssay
